# Assay outcomes deposited in PubChem by The Scripps Research Institute Molecular Screening Center.
# ssDAF12 agonist – S. stercoralis DAF-12 nuclear receptor activators, primary screen, cell-based, luminescence, HEK293, GRIP1 co-expression, lit1-tk-luc | HEK293 ssDAF-12/GRIP1 lit1-tk-luc reporter; % of 3 µM dafachronic acid response | 370,000 tested, 1% active | Nuclear hormone receptor DAF-12 (Strongyloides stercoralis) | activation, % at 6.8 µM;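 active means activation above the mean over all tested compounds plus 3 SD, cut at about 0.9% in these data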;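 further: 0% = DMSO-only wells and 100% = 3 µM delta7-dafachronic acid wells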
# ADAM17 inh – ADAM17 inhibitors, primary screen, biochemical, QFRET. Disintegrin and metalloproteinase domain-containing protein 17 (Homo sapiens), P78536. recombinant ADAM17, EDANS/DABCYL FRET peptide cleavage. inhibition, % at 6.95 µM. 370,000 tested, 0.83% active. AID 720648, 2013;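 active means inhibition above the mean of compounds lying between control limits plus 3 SD, set per campaign, cut at about 8.5% in these data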;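 further: 0% = DMSO-only wells as the low control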
# Target sequence (P78536 215-824 limits assumed): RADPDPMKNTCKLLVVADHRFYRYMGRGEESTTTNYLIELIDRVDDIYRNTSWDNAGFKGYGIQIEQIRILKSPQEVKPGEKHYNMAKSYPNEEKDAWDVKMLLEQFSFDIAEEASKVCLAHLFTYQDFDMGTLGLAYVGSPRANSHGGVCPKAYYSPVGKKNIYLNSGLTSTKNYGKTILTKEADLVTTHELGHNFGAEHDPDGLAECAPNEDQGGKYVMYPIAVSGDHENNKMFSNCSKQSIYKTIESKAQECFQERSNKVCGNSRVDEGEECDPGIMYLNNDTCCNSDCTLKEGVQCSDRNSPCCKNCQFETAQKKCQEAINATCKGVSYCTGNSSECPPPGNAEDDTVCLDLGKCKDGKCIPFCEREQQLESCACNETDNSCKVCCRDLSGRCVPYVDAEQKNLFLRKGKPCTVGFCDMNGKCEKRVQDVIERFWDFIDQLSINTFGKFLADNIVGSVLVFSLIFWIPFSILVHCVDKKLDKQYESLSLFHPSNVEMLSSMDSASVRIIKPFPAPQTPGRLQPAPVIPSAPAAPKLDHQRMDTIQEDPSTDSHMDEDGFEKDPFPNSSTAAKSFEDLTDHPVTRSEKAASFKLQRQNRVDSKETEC
# hgDAF12 agonist – H. glycines DAF-12 receptor agonists, primary screen, cell-based, luminescence, HEK293, GAL4 fusion, UAS-luciferase; Nuclear hormone receptor DAF-12 (Heterodera glycines), GAL4 fusion; HEK293 GAL4-hgDAF12 UAS-luciferase reporter, agonist luminescence; normalized to butyrate control; activation, % at 6.8 µM; 370,000 tested, 1.8% active; AID 687014, 2013;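 active means activation above a cutoff set at the mean of all screened compounds plus 3 SD, cut at about 10% in these data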;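 further: 0% = DMSO wells and 100% = sodium butyrate wells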
# ADAM10 inh – human ADAM10 inhibitors, primary screen, biochemical, QFRET, HTS. Disintegrin and metalloproteinase domain-containing protein 10 (Homo sapiens), O14672. recombinant ADAM10, EDANS/DABCYL FRET peptide cleavage, 3 h. inhibition, % at 7 µM. 370,000 tested, 0.62% active. AID 720582, 2013;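 active means inhibition above a per-campaign cutoff equal to the mean of compounds falling between control-based bounds plus 3 SD, cut at about 20% in these data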;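 further: 0% = DMSO wells while the 100% control is not disclosed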
# DAX1 inh-1 – DAX1 (NR0B1) inhibitors on StAR promoter, primary screen, cell-based, luminescence, SF-1 (NR5A1), full-length DAX-1; HEK293T StAR-luciferase reporter, SF-1/DAX-1 repression relief; inhibition, % at 6.8 µM; 370,000 tested, 1.1% active; AID 652010, 2013;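 active means inhibition above the mean over all tested compounds plus 3 SD, cut at about 3.6% in these data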;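 further: 0% = DAX-1 cells with DMSO and 100% = cells lacking DAX-1 with DMSO; higher inhibition means more luminescence from relief of DAX-1 repression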
# PLC-gamma1 inh – PLC-gamma1 enzyme inhibitors, primary screen, biochemical, fluorescence, purified enzyme; 1-phosphatidylinositol 4,5-bisphosphate phosphodiesterase gamma-1 (Homo sapiens), P19174; fluorogenic substrate; inhibition, % at 12.2 µM; 370,000 tested, 0.84% active; AID 720700, 2013; in the data active means inhibition above about 9.5%
# sPLA2-III inh – human group III sPLA2 inhibitors, primary screen, biochemical, QFRET, BODIPY PC-A2 liposome substrate; QFRET BODIPY PC-A2 liposome hydrolysis, fluorescence; AID 743126, 2013; inhibition, % at 12.2 µM; 370,000 tested, 0.56% active; Group 3 secretory phospholipase A2 (Homo sapiens), Q9NZ20;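 active means inhibition above mean plus 3 SD of compounds lying within the high and low control bounds, cut at about 19% in these data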;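 further: 0% = median of test compound wells and 100% = no enzyme DMSO wells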
# hcDAF12 agonist – H. contortus DAF-12 nuclear receptor activators, primary screen, cell-based, luminescence, HEK293, lit1-tk-luc reporter. AID 652067, 2013. HEK293 hcDAF-12 lit1-tk-luc reporter; 0% DMSO, 100% Δ7-dafachronic acid. 370,000 tested, 1.4% active. activation, % at 6.8 µM;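 active means activation above the mean of all tested compounds plus 3 SD, cut at about 5.5% in these data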;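 further: 100% = response to 3 µM Δ7-dafachronic acid high control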
# DAX1 inh-2 – DAX1 (NR0B1) inhibitors, primary screen, cell-based, HEK293, Gal4-DAX1, luciferase luminescence; 340,000 tested, 0.99% active; Nuclear receptor subfamily 0 group B member 1 (Homo sapiens), P51843; HEK293 Gal4-DAX1 luciferase reporter; inhibition, % at 6.75 µM; AID 504766, 2011;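 active means inhibition above the mean over all tested compounds plus 3 SD, cut at about 4.2% in these data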;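 further: 0% = DAX1-transfected cells with DMSO and 100% = empty-vector control cells with DMSO; inhibition shows as a rise in luminescence from relieved DAX1 repression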
# Target sequence (P51843 207-470 limits assumed): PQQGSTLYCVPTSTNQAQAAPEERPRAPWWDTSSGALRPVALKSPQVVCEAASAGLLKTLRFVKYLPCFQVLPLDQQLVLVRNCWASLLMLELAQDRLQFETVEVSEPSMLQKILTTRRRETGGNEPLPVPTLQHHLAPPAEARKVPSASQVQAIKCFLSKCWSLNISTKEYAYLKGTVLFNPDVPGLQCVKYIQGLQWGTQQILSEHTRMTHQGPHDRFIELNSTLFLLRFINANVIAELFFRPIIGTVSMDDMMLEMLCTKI
# PLC-beta3 inh – human PLC-beta3 inhibitors, primary screen, biochemical, fluorescence | 1-phosphatidylinositol 4,5-bisphosphate phosphodiesterase beta-3 (Homo sapiens), Q01970 | Purified PLC-beta3, fluorogenic substrate | inhibition, % at 12.2 µM | 370,000 tested, 0.18% active; in the data active means inhibition above about 11%;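 further: 0% = median of compound wells on plate and 100% = full blocker control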
# GAA850 FXN act – FXN promoter activators, primary screen, cell-based, luciferase luminescence, HEK293 lucGAA850 | HEK293 lucGAA850 FXN promoter luciferase reporter, 24 h; percent of 10 µM SAHA response | 360,000 tested, 0.56% active | activation, % at 6 µM | AID 540364, 2011;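 active means activation above the average of all compounds screened plus 3 SD, cutoff fixed separately per campaign, cut at about 7.5% in these data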;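 further: 0% = DMSO wells and 100% = 10 µM SAHA wells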
# Numbers without * were called inactive; . = not tested or not shown.
SMILES	ssDAF12 agonist	ADAM17 inh	hgDAF12 agonist	ADAM10 inh	DAX1 inh-1	PLC-gamma1 inh	sPLA2-III inh	hcDAF12 agonist	DAX1 inh-2	PLC-beta3 inh	GAA850 FXN act
Cc1ccc(Nc2nnc(SCC(=O)Nc3ccc(S(=O)(=O)N4CCOCC4)cc3)s2)cc1	-0.9	-2	3.5	5	0.3	-1	-24	-0.7	3.5	-1	-0.6
CCc1ccccc1N1C(=O)c2cccc3c(N4CCOCC4)c([N+](=O)[O-])cc(c23)C1=O	-1.6	-7	1.3	-6	0.3	-6	1	-1.1	-0.5	-8	0.8
COc1ccc(C)cc1-n1nnnc1SC(C)C(=O)NC1CCCC1 (centres undefined)	-0.9	-5	-1.1	-10	-1.9	1	4	-0.7	0.3	-6	0.3
N#Cc1cc2c(nc1SCc1ccncc1)CCC2	-1.3	-40	6.4	-120	1.1	-119	-3	-0.7	1.4	-136	4.0
CC1CCC(C(C)C)C2=C1C(C#N)(C#N)C(C#N)(C#N)C(c1ccccc1)N2 (centres undefined)	-1.2	-11	-0.4	-23	0.2	-67	-2	-0.5	-0.5	-77	2.0
CC(C)C(NC(=O)c1ccccc1)c1nnc(SCC(=O)Nc2nccs2)n1C (centres undefined)	-1.6	-2	-0.8	-5	0.3	3	-2	-1.3	-1.2	2	-0.2
COc1ccc(S(=O)(=O)N(C)CC(=O)N2CCC(C)CC2)cc1Cl	-1.8	-7	-0.4	6	-0.7	0	1	-0.9	-0.1	0	-0.1
Nc1ccccc1-c1ccc(Cl)cc1	-1.2	-1	1.5	-4	4.1*	-3	6	1.1	-0.8	-6	1.6
CC(=O)c1cccc(NC(=O)Nc2ccc(C)cc2)c1	-0.5	-1	11*	2	0.5	1	-15	0.5	1.0	0	4.1
CCOC(=O)C1CCN(C(=O)c2ccc(OC3CCN(C(=O)COC)CC3)cc2)CC1	-0.8	-3	-0.4	-5	0.2	5	9	-1.3	1.2	-8	0.4
Nc1c(O)ccc2c1C(=O)c1ccccc1C2=O	-0.2	5	1.7	19	0.7	2	11	1.1	.	1	.
O=C(/C=C/c1ccccc1)N/C(=C\c1ccco1)C(=O)NCCO	-0.7	0	1.5	-11	-0.3	-5	-4	-1.7	0.1	-5	-0.1
CCOc1ccc(CN(C(=O)c2cccs2)C2CCS(=O)(=O)C2)cc1 (centres undefined)	-0.9	1	-2.9	1	0.2	3	-1	-1.9	-0.1	-1	1.7
CC(=O)NNc1cccc(Cl)n1	-1.2	-5	2.4	1	-0.5	0	6	0.6	0.3	4	1.5
Cc1ccc(OC(=O)c2cccc(S(=O)(=O)N(C)C)c2)c(-n2nc3ccccc3n2)c1	-0.7	5	9.9	14	3.5	4	-28	4.5	1.9	3	5.1

# 3 structures out of the list, arranged by molecular weight, smallest number first:
SMILES	ssDAF12 agonist	ADAM17 inh	hgDAF12 agonist	ADAM10 inh	DAX1 inh-1	PLC-gamma1 inh	sPLA2-III inh	hcDAF12 agonist	DAX1 inh-2	PLC-beta3 inh	GAA850 FXN act
CC(=O)c1cccc(NC(=O)Nc2ccc(C)cc2)c1	-0.5	-1	11*	2	0.5	1	-15	0.5	1.0	0	4.1
CC(C)C(NC(=O)c1ccccc1)c1nnc(SCC(=O)Nc2nccs2)n1C (centres undefined)	-1.6	-2	-0.8	-5	0.3	3	-2	-1.3	-1.2	2	-0.2
Cc1ccc(OC(=O)c2cccc(S(=O)(=O)N(C)C)c2)c(-n2nc3ccccc3n2)c1	-0.7	5	9.9	14	3.5	4	-28	4.5	1.9	3	5.1

# Remaining list, next part:
SMILES	ssDAF12 agonist	ADAM17 inh	hgDAF12 agonist	ADAM10 inh	DAX1 inh-1	PLC-gamma1 inh	sPLA2-III inh	hcDAF12 agonist	DAX1 inh-2	PLC-beta3 inh	GAA850 FXN act
CC(=O)Nc1ccc(NC(=O)CSc2ncc(C(=O)Nc3ccccc3)c(=O)n2C)cc1	0.1	-2	2.5	2	0.6	-1	-11	4.2	0.4	-3	5.2
COc1ccc(C2=Cc3ccccc3C(CC(=O)C3CC3)N2c2ccc(C#CCCO)cc2)cc1 (centres undefined)	-1.2	-4	-3.5	-23	-2.6	-103	-10	-0.9	.	-162	.
CC1CCN(S(=O)(=O)c2cccc(C(=O)Nc3nccs3)c2)CC1	-1.4	2	-0.9	1	-0.5	-1	3	-0.4	1.6	-1	-1.5
O=C(CSc1nnc(Nc2ccccc2F)s1)NC1CCS(=O)(=O)C1 (centres undefined)	-1.4	-2	2.1	0	-0.7	0	-2	0.3	0.4	1	0.6
CSc1ccccc1NC(=O)C(C)N(C)CC(=O)N1CCN(Cc2ccccc2)CC1 (centres undefined)	-1.4	-5	1.7	-7	-1.2	4	-12	-1.7	-0.3	-1	-1.9
CC(OC(=O)c1ccc(Cl)cc1)C(=O)NCC1CCCCC1 (centres undefined)	-0.8	-3	-0.3	-10	0.5	-3	12	1.8	0.5	-7	2.3
COc1nnc(-c2ccc(N3CCOCC3)c(NC(C)=O)c2)c2ccccc12	-1.0	-3	-2.1	-4	-0.7	-25	2	0.4	-0.1	-35	-2.4
Cc1ccc(C2=NN(S(C)(=O)=O)C(c3cccs3)C2)cc1 (centres undefined)	0.3	-7	14*	-14	1.7	-1	-8	7.6*	2.7	-1	2.2
CC(C)C[C@@H](CN(C)N=O)N(C[C@H](Cc1ccccc1)N(CCc1ccccc1)N=O)N=O	-1.0	5	-1.7	6	-0.1	0	-9	-0.6	0.7	3	1.2
CCn1c(CCNC(=O)c2ccc(OC)c(OC)c2)nc2ccccc21	-1.5	6	-1.6	6	-0.7	1	9	-2.4	0.6	9	0.9
C=CCC(Nc1ccco1)c1ccccc1 (centres undefined)	-0.8	-3	0.7	-4	0.6	-5	-4	1.0	1.0	-1	-0.9
COc1ccccc1/C=C(\C)C(=O)c1c(C)cc(C)[nH]c1=O	-1.3	1	0.4	4	0.5	4	-5	-1.1	0.9	6	-0.8
CCOC(=O)N1CCC(N(C(=O)Nc2ccc(Cl)c(Cl)c2)C(C)CC)CC1 (centres undefined)	0.3	-1	1.0	1	2.2	3	-2	-1.5	-0.7	0	-1.0
Cc1ccc2nc(SCC(=O)NC3CCCC3)[nH]c2c1	-1.0	-3	0.0	3	-0.4	-2	2	0.9	-0.3	-9	0.7
CC1CCN(C2=NN3C(=N)/C(=C\c4ccc(OC(=O)c5ccco5)cc4)C(=O)N=C3S2)CC1	-1.0	-8	7.9	-23	-0.2	-25	-1	1.2	2.1	-36	-0.7

# (further entries)
# The line under a structure holds: ssDAF12 agonist	ADAM17 inh	hgDAF12 agonist	ADAM10 inh	DAX1 inh-1	PLC-gamma1 inh	sPLA2-III inh	hcDAF12 agonist	DAX1 inh-2	PLC-beta3 inh	GAA850 FXN act
O=c1c2sccc2[nH]c(=S)n1Cc1ccccc1
→ -1.5	0	-2.2	0	-0.8	0	18	-2.0	-0.1	3	3.9
COC(=O)Nc1ccc([N+](=O)[O-])cc1OC
→ -0.9	1	0.5	5	-0.3	3	-5	-1.1	1.1	4	1.7
COC(=O)Cn1c(=NC(=O)C2CC2)sc2c(C)cc(C)cc21
→ -1.3	-3	0.3	-15	0.3	-3	0	-1.0	-1.0	-2	-1.0
CC(C)NC(=O)C1CCN(C2CCN(C(=O)c3cc4c(s3)CCCCC4)CC2)CC1
→ -1.2	2	-0.5	-8	-0.7	2	-3	0.6	-3.3	0	0.3
COCc1nc2ccccc2n1CCc1ccccc1
→ -1.6	-3	0.3	-7	0.6	1	-1	0.0	2.1	-3	-0.1
CCOC(=O)c1c(C)[nH]c(C(=O)Cn2c(=O)c3c(ncn3CC)n(Cc3ccccc3)c2=O)c1C
→ -1.5	3	-0.7	7	0.0	-2	-17	-1.2	0.7	-3	-1.5
Nn1c(SCC(=O)Nc2nc3ccccc3s2)nncc1=O
→ -0.5	2	1.2	-4	0.2	-1	0	-0.1	-1.1	0	0.5
NCC1CC2c3ccccc3C1c1ccccc12 (centres undefined)
→ -1.2	-5	0.0	-8	0.3	0	12	-0.1	-0.6	-5	0.5
CC(C)C(=O)NNC(=O)c1cc2sccc2s1
→ -1.0	1	-1.3	2	0.5	2	-4	-1.1	-0.2	-3	0.3
COc1ccccc1C/C(N)=N/OC(=O)c1ccco1
→ -0.8	0	1.8	-2	-0.2	3	-3	1.4	0.8	0	-1.0
COCCN1C(=O)/C(=C/c2ccc(OCc3ccc(C(=O)O)cc3)c(OC)c2)SC1=Nc1ccccc1
→ -1.2	-2	-1.9	-4	-0.3	0	-7	-0.3	0.6	-2	1.2
COc1ccc(OCC(=O)N2c3ccc(C)cc3C3CN(C)CCC32)cc1 (centres undefined)
→ -0.9	2	-0.7	5	0.0	2	-8	-0.4	1.0	3	2.0
COC(=O)C1=C(C)N(C)C(=NCc2ccc3c(c2)OCO3)NC1c1cccc(Cl)c1 (centres undefined)
→ -1.4	-2	-1.2	0	0.4	1	-2	-0.6	.	1	.
CC1(C(=O)Nc2ccccc2)Cc2c(-c3ccc4c(c3)OCO4)ccnc2O1 (centres undefined)
→ -1.8	-13	-3.8	-48	-0.4	-4	-6	-1.3	.	-9	-1.0
COc1ccc(C(=O)N2CCN(c3ncccn3)CC2)cc1[N+](=O)[O-]
→ -1.4	-7	0.2	-9	-0.4	3	1	-0.7	-1.4	-1	1.0
COc1cc(C2=NOC(C(=O)Nc3cc(C)on3)C2)cc(OC)c1OC (centres undefined)
→ -1.0	-6	0.6	-1	0.1	2	2	-0.9	2.1	-9	1.4

# Marked active in hcDAF12 agonist, among the entries above:
molecule,ssDAF12 agonist,ADAM17 inh,ADAM10 inh,DAX1 inh-1,PLC-gamma1 inh,sPLA2-III inh,hcDAF12 agonist,DAX1 inh-2,PLC-beta3 inh,GAA850 FXN act
Cc1ccc(C2=NN(S(C)(=O)=O)C(c3cccs3)C2)cc1 (centres undefined),0.3,-7,-14,1.7,-1,-8,7.6*,2.7,-1,2.2
